Screening results deposited in PubChem by several laboratories.
NCOA2 inhibitor: human SRC2 (NCOA2) inhibition | AID 651957 | inhibition, % at 9 µM | hit rate 0.17% among 370,000 | HEK293 GAL4-SRC2 luciferase reporter, luminescence;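 active means inhibition above the mean inhibition of all tested compounds plus 3 SD, set per campaign, cut at about 52% in these data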;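 further: 0% = DMSO treated cells and 100% = cells given Gossypol at 36 µM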
TRAIL sens C8: sensitizes caspase-8 expressing cells to TRAIL | NB7+C8 cells + TRAIL, ATPlite viability luminescence | inhibition (viability loss, TRAIL sensitization), % at 10 µM | hit rate 1% among 360,000;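 active means compounds causing at least 50% loss of cell viability in the single-dose screen, relative to plate controls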
TROY signal inh: blocks TROY-dependent signaling in reporter cells | inhibition, % at 10 µM | Q293 LMP1-TROYcd NF-kB luciferase reporter, 4 h | hit rate 0.98% among 360,000;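 active means compounds whose plate-normalised and pattern-corrected inhibition of the luciferase reporter signal at the single screening dose is 50% or more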
CF NFkB block: blocks PAF-induced NF-kB reporter in cystic fibrosis cells; KKLEB NF-kB-GFP reporter, GFP fluorescence overnight; inhibition, % at 5 µM; hit rate 0.86% among 360,000; AID 588850;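 active means at least 50% inhibition at 5 µM, scaled per plate between neutral and stimulator controls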;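 further: PAF is a Pseudomonas aeruginosa culture filtrate used as stimulus; plate controls were PAF-stimulated DMSO wells for no effect and unstimulated DMSO wells for full effect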
TWEAK Fn14 block: inhibitors of TWEAK-Fn14 interaction signaling | TWEAK-stimulated Fn14 reporter cells, luciferase luminescence, 8 h | inhibition, % at 10 µM | hit rate 2% among 360,000; in the data active means inhibition above about 50%
EBV LMP1 NFkB: reduces LMP1-driven NF-kappaB luciferase signal. LMP1-induced NF-kappaB luciferase reporter cells, luminescence. inhibition, % at 12.5 µM. AID 504558. hit rate 0.69% among 350,000; in the data active means inhibition above about 41%;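 further: 0% = neutral control wells and 100% = reference inhibitor control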
COUP-TFII inh: blocks human COUP-TFII nuclear receptor; P24468; HEK293T NGFI-A luciferase reporter, luminescence; inhibition, % at 8.6 µM; hit rate 0.7% among 370,000; AID 686940;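 active means inhibition above a per-plate cutoff, mean inhibition of test wells between control levels plus 3 SD, cut at about 38% in these data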;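 further: cells cotransfected with COUP-TFII expression vector driving the NGFI-A reporter; 0% = median of COUP-TF2 test wells and 100% = reporter-only cells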
Target sequence (P24468 whole entry, looked up): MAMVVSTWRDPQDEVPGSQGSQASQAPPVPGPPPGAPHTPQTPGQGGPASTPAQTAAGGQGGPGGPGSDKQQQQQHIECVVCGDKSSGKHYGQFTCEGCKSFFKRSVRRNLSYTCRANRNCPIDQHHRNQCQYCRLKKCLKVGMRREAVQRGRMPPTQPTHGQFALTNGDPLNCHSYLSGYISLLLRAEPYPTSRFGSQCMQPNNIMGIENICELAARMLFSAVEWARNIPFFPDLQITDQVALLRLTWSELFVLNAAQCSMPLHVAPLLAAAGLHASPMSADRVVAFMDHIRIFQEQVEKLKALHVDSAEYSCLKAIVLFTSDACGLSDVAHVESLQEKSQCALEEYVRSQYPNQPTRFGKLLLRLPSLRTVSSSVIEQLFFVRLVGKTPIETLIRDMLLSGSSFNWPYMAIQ
KKLEB cytotox: reduces viability of KKLEB cystic fibrosis airway cells; KKLEB CF airway cells viability, ATPlite luminescence, overnight; active compounds read low; cells stimulated with P. aeruginosa culture filtrate; activity change (cytotoxicity), % at 5 µM; hit rate 0.36% among 360,000; AID 602141;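 active means corrected activity change at or below -50% at 5 µM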
NCOA1 inh: inhibits human SRC1 coactivator; Q15788; HEK293 GAL4-SRC1 luciferase reporter, luminescence; inhibition, % at 3.6 µM; hit rate 0.12% among 360,000; AID 588354;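 active means inhibition above the campaign mean plus 3 SD, with each screening campaign given its own cutoff, cut at about 60% in these data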;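 further: 0% = DMSO treated cells and 100% = gossypol at 36 µM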
NR5A2 inv ag: inverse agonists of human LRH-1 (NR5A2). O00482. HEK293T StAR-luciferase reporter, LRH-1 transfected, 24 h. inhibition, % at 3.6 µM. hit rate 0.13% among 360,000. AID 602396;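 active means inhibition above the mean inhibition of all tested compounds plus 3 SD, cut at about 73% in these data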;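 further: 0% = DMSO wells and 100% = reporter-only cells lacking LRH-1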
Target sequence (O00482 whole entry, looked up): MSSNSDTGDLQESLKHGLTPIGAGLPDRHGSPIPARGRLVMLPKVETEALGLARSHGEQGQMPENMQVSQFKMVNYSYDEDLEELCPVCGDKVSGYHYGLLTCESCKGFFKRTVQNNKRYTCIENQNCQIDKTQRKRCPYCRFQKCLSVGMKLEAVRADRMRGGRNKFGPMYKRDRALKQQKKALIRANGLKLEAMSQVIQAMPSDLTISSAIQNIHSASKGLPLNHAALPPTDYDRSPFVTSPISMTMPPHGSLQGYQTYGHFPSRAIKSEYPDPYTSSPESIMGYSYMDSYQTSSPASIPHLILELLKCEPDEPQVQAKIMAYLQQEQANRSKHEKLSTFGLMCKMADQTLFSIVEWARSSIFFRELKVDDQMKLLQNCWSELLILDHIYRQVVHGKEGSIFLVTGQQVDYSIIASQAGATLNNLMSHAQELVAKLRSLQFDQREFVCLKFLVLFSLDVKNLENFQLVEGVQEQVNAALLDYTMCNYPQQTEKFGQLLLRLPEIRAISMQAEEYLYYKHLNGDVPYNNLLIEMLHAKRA
SRC3 inh: inhibits human SRC3 coactivator; Q9Y6Q9; HEK293 GAL4-SRC3 luciferase reporter, luminescence; inhibition, % at 3.6 µM; hit rate 0.17% among 360,000; AID 588352;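 active means inhibition above a per-campaign cutoff, the mean of all compounds plus 3 SD, cut at about 60% in these data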;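 further: 0% = DMSO-treated cells and 100% = gossypol-treated cells at 36 µM; higher means less SRC3-driven luciferase light from the GAL4 reporter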
* marks the source's active call; other numbers are inactive results; · = not tested or not shown.

SMILES	NCOA2 inhibitor	TRAIL sens C8	TROY signal inh	CF NFkB block	TWEAK Fn14 block	EBV LMP1 NFkB	COUP-TFII inh	KKLEB cytotox	NCOA1 inh	NR5A2 inv ag	SRC3 inh
Cc1cnc([N+](=O)[O-])n1CCOC(=O)c1cccc(F)c1	7.3	-35.4	0.5	-4.8	-0.7	-6.2	-26.2	3.5	-7.8	7.8	-12.2
Cc1cc(=O)n2nc(N3CCC(C(=O)NCc4cccnc4)CC3)sc2n1	-4.5	9.5	19.3	-14.2	-11.0	0.7	4.5	2.8	1.0	26.1	1.9
COc1ccc(Cl)cc1N1C(=O)C2CCCN2C1c1sccc1C (centres undefined)	-8.4	-1.3	4.5	-1.0	14.3	-7.6	-7.7	-6.8	0.2	-0.4	-1.4
N#CCCn1nc(-c2ccccc2)cc1Nc1ccccc1NC(=O)c1cccs1	7.0	-1.7	-23.6	5.2	-28.8	2.5	1.1	0.1	4.6	6.7	-2.6
Cc1nnc(SCC(=O)NCC(=O)Nc2ccc(F)c(F)c2F)n1N	-13.3	3.7	-4.6	7.9	11.1	-3.4	4.5	0.9	-4.4	4.1	-6.5
Oc1ccc(N=Nc2ccccc2)cc1	-36.8	-1.7	-42.1	15.2	-16.8	8.8	-48.1	-5.6	-38.4	-79.2	-63.9
CC1(C)CC(CCNC(=O)CCl)(c2ccccc2)CCO1 (centres undefined)	8.8	3.9	-9.0	-30.7	10.3	-11.3	0.1	8.8	1.5	10.0	11.3
CN(CC(=O)Nc1c(Cl)cccc1Cl)C(=O)c1cccc(-n2cccc2)c1	1.5	6.3	-0.1	2.8	-6.5	0.7	16.1	14.6	4.7	14.8	-1.8
CCCCOc1c(Cl)cc(C(=O)N(C)CC(=O)Nc2ccc(N3CCOCC3)cc2)cc1OCC	-35.7	3.3	13.1	6.2	-0.1	-7.3	-0.1	-4.7	-78.3	2.8	5.4
C/C(NCCN1CCOCC1)=C(\C#N)C(N)=O	-37.8	1.2	·	3.0	5.9	-1.9	-0.2	6.3	-12.2	-16.7	13.1
c1cc2ccc3ccc(CN4CCOCC4)c4ccc(c1)c2c34	-15.5	-8.3	-3.2	-1.2	-19.7	-8.6	-18.1	-5.3	-9.1	-5.5	-11.5
CCOC(=O)C1(CCCc2ccccc2)CCN(C(=O)CCn2cncn2)CC1	-25.2	4.6	-4.1	11.0	-10.1	4.7	7.3	-1.4	-4.7	-16.5	3.3
COc1ccc(NC(=O)c2ccc(=O)[nH]c2)cc1S(=O)(=O)N1CCOCC1	-13.4	-4.0	-12.5	-1.8	-9.2	-1.4	-3.4	4.8	16.4	-8.0	11.4
COc1ccc(C(CC(=O)Nc2ccccn2)N2Cc3ccccc3C2=O)cc1 (centres undefined)	-23.5	4.0	-26.5	-0.3	-4.5	4.2	10.8	-13.9	-48.2	-16.5	-36.0
FC(F)(F)Oc1ccccc1-c1nnc(-c2cccc(C(F)(F)F)c2)o1	2.4	-0.2	-10.0	-3.5	-10.4	3.3	-3.9	5.6	7.2	6.7	21.9
COc1cc(C=O)ccc1OCCOCCOc1ccc(Cl)cc1Cl	6.6	0.7	-9.3	-7.5	10.2	-9.7	6.0	-1.8	10.1	33.6	9.0
COC(=O)c1c(N)sc(C(C)=O)c1C	-11.1	-10.2	-17.9	6.8	6.2	-4.3	-25.2	-3.2	3.9	-0.5	-6.2
O=C(C[n+]1cccc(Br)c1)c1ccccc1	3.1	2.9	-15.8	-6.7	0.6	-2.3	-2.5	0.1	-9.1	-1.9	-4.8
CC(=O)N1CCN(C(=S)NC(=O)c2ccc(F)cc2)CC1	-0.1	9.3	8.4	3.5	-5.4	-11.4	-10.1	-9.6	-23.9	24.9	-12.3
CCCCC(=O)NNC(=O)CC(=O)Nc1ccccc1C(=O)O	-12.5	-24.8	16.3	20.1	-2.3	4.5	-31.2	0.1	5.1	7.1	21.4
CC(C)C(=O)NCC(c1cccs1)S(=O)(=O)c1ccc(F)cc1 (centres undefined)	11.8	-17.6	-23.7	7.7	22.8	3.3	-2.1	-8.8	-9.2	2.1	7.7
c1ccc(-c2nc(C3CCCCC3)c3sccc3n2)cc1	-3.3	-10.5	-4.9	35.3	10.1	2.2	-9.1	-26.9	-19.4	2.6	12.6
Cc1ccc(S(=O)(=O)/N=C(\CSC(N)=O)Nc2ccccc2)cc1	3.9	-3.8	12.5	-5.8	1.6	7.7	1.4	0.7	-0.8	8.2	-53.9
COC(=O)c1sc(NC(=O)c2ccncc2)nc1C	-40.7	2.7	-3.9	-8.7	1.0	3.7	-13.5	-9.0	-14.0	-3.4	-6.2
C/C(CC(=O)NCc1ccc(Cl)cc1)=N\NC(=O)Cc1ccccc1	-9.2	2.4	-7.5	-7.4	3.7	-4.5	0.6	-9.7	5.0	-23.0	-1.3
Following part
SMILES	NCOA2 inhibitor	TRAIL sens C8	TROY signal inh	CF NFkB block	TWEAK Fn14 block	EBV LMP1 NFkB	COUP-TFII inh	KKLEB cytotox	NCOA1 inh	NR5A2 inv ag	SRC3 inh
O=C(O)c1c2c(nc3ccccc13)CCCCC2	2.4	3.5	5.1	6.1	-1.9	8.5	-6.9	-9.1	1.2	7.6	2.1
COc1ccc(C(=O)CC(Nc2ccc([N+](=O)[O-])cc2)c2ccc(OC)cc2)cc1 (centres undefined)	-2.6	9.8	16.6	-5.1	23.5	-5.1	3.0	-10.4	11.9	7.2	0.9
COc1ccc(S(=O)(=O)NCc2ccccc2)cc1	-28.7	5.0	-3.7	12.8	6.9	6.8	-6.2	-3.1	-3.1	5.7	-10.2
COc1ccccc1N(CC(=O)NCCSCc1cccc(C)c1)S(=O)(=O)c1ccccc1	-5.6	9.5	37.6	34.1	33.5	2.8	-1.9	-21.5	4.6	0.5	15.4
O=C(NC(Cc1ccccc1)C(=O)O)/C(=C/c1ccco1)NC(=O)c1cccc(Br)c1 (centres undefined)	-5.2	0.6	2.5	-3.4	-4.8	0.7	5.8	-5.5	-15.5	8.2	1.6
Cc1cc(C)nc(SCC(=O)NN=Cc2ccc(C)o2)n1	-4.0	-5.8	-3.3	14.3	20.9	-3.9	-0.1	7.6	5.9	5.6	-3.8
O=C(NCCN1CCC(n2c(=O)[nH]c3ccccc32)CC1)c1ccc(F)c(F)c1	0.5	13.1	-15.5	·	20.6	·	11.7	·	·	-5.8	·
COc1cc(/C=C/C(=O)N2CCN(c3ccccn3)CC2)cc(OC)c1OC	7.2	16.9	3.6	1.1	-5.6	-0.1	-17.9	0.6	-0.9	-4.9	17.8
COc1ccccc1NS(=O)(=O)c1cccc(C(=O)N/N=C(\C)c2cccnc2)c1	2.7	5.5	-13.7	-7.1	-12.9	-12.3	-2.5	-3.0	7.3	-1.7	2.0
CCOC(=O)c1c(CNc2ccncc2)n(C)c2cc(Br)c(O)cc12	-8.9	-1.7	2.7	-19.1	-16.6	-2.3	6.2	8.1	2.1	6.9	7.6
O=C(NCCc1ccc(F)cc1)c1n[nH]c2ccccc12	-48.0	6.4	-57.9	-16.8	-18.2	-30.8	-8.9	4.2	-48.6	-65.8	-52.1
O=C(CSc1nnnn1-c1ccc(Cl)cc1)N1CCc2ccccc2C1	-3.4	5.0	-11.2	0.3	0.5	-3.0	1.4	-4.8	5.0	-21.3	-0.6
O=C(Cn1cc(COc2ccc(Br)cc2[N+](=O)[O-])nn1)c1ccc(O)cc1	16.8	-8.8	-3.8	-14.3	-6.9	-7.5	-1.0	13.7	-9.1	-6.6	10.1
Cc1cc(NC(=O)COC(=O)C2CCN(S(=O)(=O)c3cccc(Cl)c3Cl)CC2)no1	9.0	-6.6	18.2	-4.8	-22.9	3.8	3.2	8.0	-28.9	-27.0	8.4
c1ccc(CC2CCCNC2)cc1 (centres undefined)	-12.0	-11.0	-10.2	-3.7	7.9	3.8	-8.0	-7.2	14.2	12.2	13.8
COc1ccc(C)cc1Nc1n[n+](-c2ccccc2)c(-c2ccc(N(C)C)cc2)s1	12.3	38.8	7.5	23.1	16.6	8.2	2.1	3.6	-29.7	-5.5	-15.8
Cc1cc2c3c(c1)C(C)CC(C)(C)N3C(=O)C2=C(C#N)C#N (centres undefined)	-1.5	-3.5	33.6	19.2	8.4	9.3	1.4	5.9	-5.4	-0.4	8.0
COc1ccccc1S(=O)Cc1ccc(C(=O)NCc2ccccc2Cl)o1 (centres undefined)	-33.5	1.3	-1.7	12.5	-1.6	-30.7	-12.4	-9.7	-2.1	11.4	6.0
C#CC1(NC(=O)NC(C)(C)C)CCCCC1	-8.2	-1.0	-1.7	7.9	33.0	2.9	0.3	-1.4	-25.2	-4.2	-0.5
COc1ccc(N(CC(=O)Nc2ccc(C)cn2)S(=O)(=O)c2c(C)noc2C)cc1	4.9	-0.1	7.8	-8.0	-10.4	-2.3	-6.2	2.5	0.8	20.8	0.2
CCOC(=O)N=S(N)(=O)c1ccccc1 (centres undefined)	-1.9	-12.3	7.8	8.2	9.2	-3.0	15.3	-7.1	2.0	15.0	4.4
Cc1ccsc1CN(C(=O)c1ccccc1)C1CCS(=O)(=O)C1 (centres undefined)	27.8	5.5	-10.2	-12.8	-19.0	5.8	5.2	8.3	2.2	8.6	16.3
COc1ccc(Cl)cc1NC(=O)CCCC(=O)c1ccccc1	-29.8	-4.0	-20.2	-1.5	5.7	10.2	12.6	-2.0	-0.8	-2.4	-10.0
Cc1c(NC(=O)Nc2cc(F)c(F)cc2Cl)c(=O)n(-c2ccccc2)n1C	-5.9	-16.3	-13.2	-0.1	-20.1	·	-21.7	-4.9	-36.5	-13.8	3.2
CCOC(=O)N1CCN(C(=O)CSc2ccccc2)CC1	-22.6	-11.8	-22.9	7.7	-11.0	2.9	9.9	9.8	-3.4	12.0	3.5
Additional results follow:
SMILES	NCOA2 inhibitor	TRAIL sens C8	TROY signal inh	CF NFkB block	TWEAK Fn14 block	EBV LMP1 NFkB	COUP-TFII inh	KKLEB cytotox	NCOA1 inh	NR5A2 inv ag	SRC3 inh
O=C(Cc1ccc(NC(=O)C2CCN(C(=O)CCc3ccccc3)CC2)cc1)Nc1ccc(C(=O)N2CCOCC2)cc1	-25.4	-1.8	4.9	-8.1	-13.7	2.1	5.0	7.5	8.2	-6.8	-1.9
O=C(CCCN1C(=O)c2ccccc2C1=O)OC1CSCC1NC(=O)c1ccccc1 (centres undefined)	11.7	-6.2	7.2	-4.0	-21.7	8.3	4.5	-2.7	9.1	-1.4	-9.4
CCOC(=O)c1cnc(SC2CC(=O)N(c3ccc(C)cc3)C2=O)nc1N (centres undefined)	-3.9	-7.5	9.7	4.7	-7.4	9.0	5.0	11.9	-5.2	-1.8	18.6
COc1ccccc1CNC(=O)c1c(N)n(CCCN2CCOCC2)c2nc3ccccc3nc12	5.1	18.4	-13.1	-6.5	24.9	-11.9	-6.9	-1.6	2.6	40.3	15.4
COc1ccc(C(=O)NCCS(=O)(=O)NCc2ccccc2OC)cc1	3.7	6.9	-12.6	-13.0	-7.2	1.1	12.4	10.0	-6.9	4.5	10.7
CCc1cc(C(=O)NCC2CCCO2)sc1C (centres undefined)	-22.9	5.9	-4.8	-3.5	-10.0	39.5	-5.9	10.8	-29.0	-3.1	-34.5

Compounds were not picked by outcome; 4.2% or so of the library scored in one or more.
